# CYP2C9 inh: inhibitors of human CYP2C9; P11712; CYP2C9 Supersomes, luciferin-H conversion, luminescence; inhibition, % at 5 µM; 20% of 96,000 active; AID 777;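 active = blocking of liver enzyme CYP2C9 beyond about 50% at 5 µM, limit read from the data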; note: values of inactives mirror those of a sister screen read the other way
# HUVEC tox IL1B: HUVEC cytotoxicity counter-screen, IL-1B stimulated; cell count reduction, % at 2 µM; 0.41% of 94,000 active; AID 845; HUVEC cell count loss, Hoechst imaging;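 active = cell count reduction more than 3 SD above the screen-wide mean, cut at about 70% in these data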;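 note: normalized per plate to untreated control cells as the no-loss baseline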
# VCAM1 TNFa inh: reduces TNF alpha induced VCAM1 expression in HUVEC; inhibition, % at 2 µM; HUVEC TNFa-induced VCAM-1 immunofluorescence, high-content imaging; 0.48% of 95,000 active;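 active = inhibition above the batch mean plus 3 SD, with images confirmed as a hit by eye, cut at about 37% in these data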;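 note: 0% = TNF-stimulated DMSO wells and 100% = unstimulated control wells; not every result past the cut was called active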
# DAT uptake mod: human DAT dopamine uptake with cocaine, either direction; LLC-PK1 hDAT cells, [14C]-dopamine uptake with cocaine IC80; actives deviate in either direction; B-score at 10 µM; 1.3% of 110,000 active; AID 449768;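 active = Z score or B-score, a plate-position-corrected score, falls beyond the plate's 99.7% confidence bounds, in either direction; inactive = both scores lie inside the 99.7% bounds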;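 note: scored against the spread of the other compound wells on the same plate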
# CYP2C19 act: activators of human cytochrome P450 2C19 | P33261 | recombinant CYP2C19, luciferin-H EGE luminescence; hits give high values; 0 = fully inhibited enzyme, 1 = untreated enzyme | activation factor at 5 µM | 96,000 tested, under 10 active;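 active = activation factor of at least 2 at 5 µM in the primary screen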;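 note: 0 = wells with 2.5 mM tranylcypromine and 1 = vehicle-only wells; values of inactives mirror those of a sister screen read the other way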
# Target sequence (P33261 whole entry, looked up): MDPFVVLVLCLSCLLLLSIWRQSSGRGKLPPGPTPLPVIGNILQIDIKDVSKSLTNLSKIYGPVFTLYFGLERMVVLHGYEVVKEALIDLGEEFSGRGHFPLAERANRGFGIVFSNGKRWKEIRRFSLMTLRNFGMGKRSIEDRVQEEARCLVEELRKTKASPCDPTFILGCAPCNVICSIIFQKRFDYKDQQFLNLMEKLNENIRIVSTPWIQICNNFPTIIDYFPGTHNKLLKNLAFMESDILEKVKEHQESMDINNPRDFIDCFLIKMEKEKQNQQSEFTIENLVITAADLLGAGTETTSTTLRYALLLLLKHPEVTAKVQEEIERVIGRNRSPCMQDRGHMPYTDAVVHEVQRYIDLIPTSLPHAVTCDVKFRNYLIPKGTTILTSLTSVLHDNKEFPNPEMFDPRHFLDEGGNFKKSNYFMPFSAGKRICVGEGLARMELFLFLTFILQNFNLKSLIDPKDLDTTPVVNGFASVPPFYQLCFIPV
# TNFa cytotox: toxic to HUVEC cells under TNF alpha stimulation; HUVEC TNFalpha-stimulated, Hoechst cell count, imaging; cell count reduction, % at 2 µM; 0.17% of 93,000 active; AID 848;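 active = cell count reduction exceeding the screen mean by over 5 SD, scaled to untreated wells per plate, cut at about 78% in these data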;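 note: cells counted after 24 h of TNF alpha exposure following the 1 h pretreatment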
# CYP2C9 activ: increases human cytochrome P450 2C9 activity; P11712; recombinant CYP2C9, luciferin-H conversion, luminescence; hits give high values; factor 1 = untreated enzyme, 0 = blocked; activation factor at 5 µM; 1.4% of 96,000 active; AID 1024;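 active = activation factor of 2 or more for CYP2C9 at a 5 µM dose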;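 note: 0 = sulfaphenazole-blocked wells and 1 = vehicle-only wells; values of inactives mirror those of a sister screen read the other way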
# CYP2C19 inh: blocks human cytochrome P450 2C19; CYP2C19 Supersomes, luciferin-H EGE luminescence, 30 min; inhibition, % at 5 µM; 21% of 96,000 active; AID 778;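 active = CYP2C19 inhibition above a set limit at 5 µM in the primary screen, cut at about 50% in these data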;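 note: plate controls were negative control wells for no effect and 2.5 mM tranylcypromine positive control for full effect; values of inactives mirror those of a sister screen read the other way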
# Candida biofilm: kills Candida albicans biofilms; inhibition, % at 6 µM; C. albicans biofilm + clotrimazole, Alamar Blue; 0.14% of 85,000 active;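 active = inhibition above 20%; inactive = inhibition below 20%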;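 note: preformed 24 hr biofilms exposed to compound for 48 hr; 0% = biofilm without compound and 100% = blank killed by clotrimazole plus chlorhexidine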
# The depositor's hits bear a star; · = no result given. This is a random part of the collection; about 29% have a hit in one of these screens.
SMILES,CYP2C9 inh,HUVEC tox IL1B,VCAM1 TNFa inh,DAT uptake mod,CYP2C19 act,TNFa cytotox,CYP2C9 activ,CYP2C19 inh,Candida biofilm
CCOc1ccc(-n2cnnn2)cc1S(=O)(=O)N1CCCCC1,-28,-5,6,-0.35,1.1,-13,1.3,-14,6
CC(C)(C)n1nnnc1C(c1ccccn1)N(Cc1ccccc1)Cc1ccc(Cl)cc1 (stereo unspecified),32,-10,11,-0.36,0.9,-2,0.7,6,6
NC(=O)COc1c(-c2ccccc2)oc2ccccc2c1=O,17,-11,-9,-0.68,0.7,-18,0.8,27,7
O=C(CSc1nnc(-c2ccccc2NC(=O)c2ccccc2)o1)OC1CCCCC1,·,-21,1,0.13,·,-36,·,·,9
Cc1ccccc1Cn1ccc(NC(=O)c2cnn3c(C(F)(F)F)cc(-c4ccco4)nc23)n1,61*,-70,1,1.4,0.5,5,0.4,48,7
CS(=O)(=O)N(Cc1ccccc1)c1ccccc1C(=O)Nc1ccccc1C(=O)NCc1ccco1,84*,-2,-5,-0.25,0.1,-13,0.2,89*,3
N#Cc1nc(Cc2ccccc2)oc1NCCc1ccccc1,39,-21,22,-0.26,0.4,0,0.6,65*,2
O=C(CCCOc1ccccc1)Nc1ccc(S(=O)(=O)N2CCOCC2)cc1,70*,-26,2,-0.29,0.5,-20,0.3,55*,3
CC(C)(C)NC(=O)NC(=O)CSc1nnc(-c2ccccc2F)n1N,6,6,8,0.087,1,-14,0.9,3,7
COc1cccc(NC(=O)CSc2nnc(Cc3cccn3C)n2-c2ccc(F)cc2)c1,84*,16,12,2,1.1,-15,0.2,-14,6
O=C(NCc1ccccc1Cl)c1csc2c1CCCCC2,-153,0,16,-0.72,1,-5,2.5*,-2,0
CCn1c(CSc2nnc(-c3cccnc3)n2-c2ccccc2C)nc2cc(C(=O)O)ccc21,-12,3,2,·,1.2,-7,1.1,-21,7
CCOC(=O)c1oc2cc(O)ccc2c(=O)c1-c1ccccc1OC,28,-5,-18,0.91,0.9,-3,0.7,6,10
CCCCc1ccc(NC(=O)CSC2=C(C#N)C(c3ccco3)C3=C(CCCC3=O)N2)cc1 (stereo unspecified),92*,·,·,0.82,0.2,·,0.1,76*,8
Cc1ccc2cc(CN(Cc3nnnn3C3CCCC3)C3CCCCC3)c(=O)[nH]c2c1C,-9,·,·,0.021,1,·,1.1,1,7

# Some values from the entries so far:
# Value for O=C(CCCOc1ccccc1)Nc1ccc(S(=O)(=O)N2CCOCC2)cc1 in VCAM1 TNFa inh: 2
# Value for Cc1ccc2cc(CN(Cc3nnnn3C3CCCC3)C3CCCCC3)c(=O)[nH]c2c1C in CYP2C19 inh: 1

# Going on with the list.
SMILES,CYP2C9 inh,HUVEC tox IL1B,VCAM1 TNFa inh,DAT uptake mod,CYP2C19 act,TNFa cytotox,CYP2C9 activ,CYP2C19 inh,Candida biofilm
N#CC(c1ccc(Cl)cc1)c1ccc(Cl)nn1 (stereo unspecified),5,-6,4,-0.61,0.5,-15,0.9,53*,1
COC(=O)CCC(=O)N1CCc2cc(S(=O)(=O)N3CCc4ccccc43)ccc21,15,-17,-5,0.43,0.9,-17,0.8,12,-2
N#Cc1c(N)nc2c(c1-c1ccncc1)CCCCCC2,·,-31,12,-0.91,·,-16,·,·,6
O=C(O)C1CSCN1S(=O)(=O)c1cccc2nsnc12 (stereo unspecified),-28,·,·,-0.66,1,·,1.3,5,4
COc1ccc(C(=O)N2CCCC(c3ccccc3)C2)cc1 (stereo unspecified),-24,-30,-10,1.4,0,-30,1.2,95*,11
Cc1[nH]n(-c2ccc(Cl)cc2)c(=O)c1/C=N/n1c(C)nc2ccccc2c1=O,·,-12,-12,-0.21,·,-20,·,·,7
CCOc1ccc(NC(=O)CN(c2ccc(OC)cc2)S(C)(=O)=O)cc1,49,-6,-1,-0.35,0.8,-7,0.5,25,6
Cc1ccc(-c2c(C)sc(=NC(=O)c3ccco3)n2C)cc1,77*,12,-7,-0.13,0.8,-2,0.2,21,·
CC1CCCC(NC(=O)CSc2nccn2C)C1C (stereo unspecified),-4,0,-12,-0.89,0,-12,1,97*,4
CCc1nnc(NC(=O)CCC(=O)N2CCCC2)s1,-3,21,4,0.49,1,4,1,4,5
CCc1ccc(NC(=O)CN2C(=O)CSC2=O)cc1,·,-6,5,0.38,·,-18,·,·,5
CC(C)C1Oc2ccccc2N(CC(=O)NCCCN2C(C)CCCC2C)C1=O (stereo unspecified),-2,-21,14,-0.96,1,-2,1,-3,6
CCOC(=O)C1=C(C)N=c2s/c(=C3\C(=O)Nc4ccccc43)c(=O)n2C1c1ccc2c(c1)OCO2 (stereo unspecified),59*,-42,27,0.73,0.9,-12,0.4,11,6
CC(C)(C)CC(=O)Nc1cccc2c1CCCC2,8,·,6,-0.69,0.5,-10,0.9,46,-2
O=C(NCCN1CCCCCC1)C1CCC(CNS(=O)(=O)c2cccc3cccnc23)CC1 (stereo unspecified),2,11,8,0.16,0.6,-18,1,45,1
O=C1CCCN1CCC1CCN(C(=O)Nc2ccccc2)CC1,-6,-68,6,-0.74,1.1,-21,1.1,-6,7
FC(F)Sc1nnc(-c2cccs2)n1-c1ccccc1,47,-6,0,-0.29,0.6,-37,0.5,44,-2
c1ccc(N2CCN(c3ccccc3)C2c2cccs2)cc1,-7,-32,8,-0.0069,0.5,-32,1.1,52*,-1
CC1(C)CC(=O)C(C=NC2CC(C)(C)NC(C)(C)C2)=C(O)C1,10,-4,-32,-0.16,0.9,-46,0.9,11,6
Cn1c(N2CCN(c3ccccn3)CC2)nc2c1c(=O)n(Cc1ccc(Cl)cc1)c(=O)n2C,86*,·,·,-0.23,0.1,·,0.1,92*,0
O=C(NC1CCS(=O)(=O)C1)c1ccccc1C(=O)c1ccccc1 (stereo unspecified),2,·,·,-1.2,0.8,·,1,20,5
Cc1ccc(C(=O)Nc2nncs2)cc1S(=O)(=O)N1CCOCC1,37,-17,19,1.1,0.5,-12,0.6,45,-2
CCOCc1nnc(NC(=O)CSc2ccc(C)cc2)s1,·,-6,-6,0.31,·,-36,·,·,5
CS(=O)(=O)N1CCN(c2ccccc2NC(=O)c2ccc(-c3ccc(Br)cc3)o2)CC1,71*,6,12,0.079,0.4,-38,0.3,56*,5
COc1ccc(-c2nnc(SCc3nnc(-c4ccccc4)o3)n2C)cc1OC,20,8,8,1.4,0.9,-5,0.8,14,-2
CCCCC(NC(C)=O)c1nc2ccccc2n1CCCC (stereo unspecified),6,·,·,·,0.9,·,0.9,11,9
COc1ccc([N+](=O)[O-])cc1NC(=S)Nc1ccccc1,42,-18,-30,-0.95,0.5,-12,0.6,50*,·
CCOc1ccc2c(c1)C(c1ccccc1)=NNC(c1ccccc1)=N2,·,-17,-7,-1.4,·,-7,·,·,0
CCOC(=O)c1c(C)c(C(=O)N2CCN(c3cccc(Cl)c3)CC2)c(C)n1C,74*,-40,10,1.1,0.3,-26,0.3,67*,7
Cc1ccc(-c2nc(SCC(=O)NCCN3C(=O)CSC3=O)[nH]c2-c2ccc(C)cc2)cc1,64*,·,8,·,1,-16,0.4,-1,3
COc1ccc(N2CCN(Cc3oc(CO)cc(=O)c3O)CC2)cc1,-5,5,-4,-0.3,1,-19,1,-2,3
Cc1cc(Oc2ccc(-c3ccccc3)cc2)nc(N2CCOCC2)n1,10,0,-8,0.013,1,-19,0.9,-4,·
CC1=CC(C)(C)N2C(=O)C3(C(C#N)=C(N)Oc4cc(C)oc(=O)c43)c3cc(C)cc1c32 (stereo unspecified),·,·,5,0.88,·,-26,·,·,3
c1ccc(-c2csc3ncnc(NCCN4CCOCC4)c23)cc1,11,-28,3,1.4,0.8,-20,0.9,20,8
CCc1ccccc1NC(=O)c1ccc(CN2CCC(Cc3ccccc3)CC2)cc1,35,-13,5,-6.9*,0.4,-15,0.7,56*,·
COc1ccc(NC(=O)C2CC(=O)NC(Nc3cccc(C)c3)=N2)cc1 (stereo unspecified),-20,-15,23,0.015,1.1,-3,1.2,-11,5
COc1cc(CSc2nnnn2-c2ccc(C)cc2)cc(OC)c1OC,64*,·,·,0.53,0.7,·,0.4,34,0
CCOC(=O)c1cnc2nc(NCc3ccc(OCc4ccccc4)cc3)[nH]n2c1=O,87*,0,16,0.5,0.8,-1,0.1,19,4
O=C(NC1CCCCC1)NC1CC2CCC(C1)N2C(=O)NCc1ccccc1 (stereo unspecified),-13,-22,5,·,1.1,-10,1.1,-9,4

# Among those listed so far, these contain a cyano group:
SMILES,CYP2C9 inh,HUVEC tox IL1B,VCAM1 TNFa inh,DAT uptake mod,CYP2C19 act,TNFa cytotox,CYP2C9 activ,CYP2C19 inh,Candida biofilm
N#Cc1nc(Cc2ccccc2)oc1NCCc1ccccc1,39,-21,22,-0.26,0.4,0,0.6,65*,2
CCCCc1ccc(NC(=O)CSC2=C(C#N)C(c3ccco3)C3=C(CCCC3=O)N2)cc1 (stereo unspecified),92*,·,·,0.82,0.2,·,0.1,76*,8
N#CC(c1ccc(Cl)cc1)c1ccc(Cl)nn1 (stereo unspecified),5,-6,4,-0.61,0.5,-15,0.9,53*,1
N#Cc1c(N)nc2c(c1-c1ccncc1)CCCCCC2,·,-31,12,-0.91,·,-16,·,·,6
CC1=CC(C)(C)N2C(=O)C3(C(C#N)=C(N)Oc4cc(C)oc(=O)c43)c3cc(C)cc1c32 (stereo unspecified),·,·,5,0.88,·,-26,·,·,3
